Assay outcomes (PubChem)
ALDH1A1 block: qHTS Assay for Inhibitors of Aldehyde Dehydrogenase 1 (ALDH1A1). AID 1030, 2008. Aldehyde dehydrogenase 1A1 (Homo sapiens), P00352. Purified ALDH1A1, NADH fluorescence, propionaldehyde substrate. 220,000 tested, 7.3% active. Potency, µM (highest dose often 75.3 µM), inactives show top-dose activity, negative = inhibition, usual class: inhibitors; active means well fitted inhibition curve with a large enough effect, not every such curve was filed as active; inconclusive means small, poorly fitted or top-dose-only effect, or another doubt; inactive means no such curve, though single readings can be large or run the other way;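 further: plate controls were no enzyme wells and a reference inhibitor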
Target sequence (P00352 whole entry, looked up): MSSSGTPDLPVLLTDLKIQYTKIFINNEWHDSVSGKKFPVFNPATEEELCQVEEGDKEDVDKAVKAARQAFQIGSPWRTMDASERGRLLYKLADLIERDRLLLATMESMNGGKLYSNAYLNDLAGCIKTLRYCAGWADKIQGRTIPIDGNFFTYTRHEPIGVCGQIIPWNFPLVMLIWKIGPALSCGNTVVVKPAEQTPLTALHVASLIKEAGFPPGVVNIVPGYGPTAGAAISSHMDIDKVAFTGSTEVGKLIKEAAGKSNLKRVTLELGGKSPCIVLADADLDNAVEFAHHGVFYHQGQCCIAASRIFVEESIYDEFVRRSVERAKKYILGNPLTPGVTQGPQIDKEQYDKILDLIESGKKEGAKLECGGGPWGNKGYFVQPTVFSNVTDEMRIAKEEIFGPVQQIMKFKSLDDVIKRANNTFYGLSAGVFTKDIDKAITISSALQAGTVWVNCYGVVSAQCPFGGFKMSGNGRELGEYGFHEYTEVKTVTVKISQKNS
NPSR antag: qHTS Assay for Antagonists of the Neuropeptide S Receptor: cAMP Signal Transduction; CHO-NPSR cells, cAMP TR-FRET, antagonist mode; 220,000 tested, 1% active; Potency, µM (doses to about 38.3 µM), for inactives: at the highest dose activity change, negative = inhibition, usual class: inhibitors; Q6W5P4; further: on the % scale 0 is the no-effect control and ±100 the full control effect; nearly all actives have a fitted effect of over 50% in size; many of its hits are not listed in these tables
GAA glycogen mod: qHTS Assay for Inhibitors and Activators of Human alpha-Glucosidase Cleavage of Glycogen | recombinant GAA, glycogen substrate, Amplex Red glucose oxidase fluorescence | Potency, µM (series often up to 76.4 µM), inactives show top-dose activity change, negative = inhibition, actives largely listed as inhibitors | 300,000 tested, 0.38% active | AID 2100, 2009;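 further: 0% = full enzyme reaction and -100% = no-enzyme basal signal; the screen sought inhibitors and activators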
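Recombinant human alpha-glucosidase (4 nM final) hydrolysed bovine liver glycogen (30 ug) for 40 min at 37 C in pH 5.0 citrate/phosphate with 0.01% Tween-20. Released glucose detected by glucose oxidase/Amplex Red, Ex 573/Em 610 nm. Compounds up to 77 uM; AC50 from Hill fits.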
Tau fluor counter: Counterscreen qHTS for Inhibitors of Tau Fibril Formation, Fluorescence Polarization | tau K18 P301L Alexa594 fluorescence, heparin fibrillization | Potency, µM (doses to about 57.7 µM), inactives show at the top dose activity change, negative = decrease | 280,000 tested, 0.93% active | AID 1463, 2008; further: on the % scale 0 is the no-effect control and ±100 the full control effect; nearly all actives have a fitted effect of over 55% in size
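Human tau K18 P301L (15 uM unlabeled, 0.24 uM Alexa 594-labeled) in 100 mM sodium acetate pH 7 with 20 uM heparin, 6 hr at 37 C. ThT 30 uM added, 1 hr ambient; Alexa 594 FP and total fluorescence read at 555/632 nm.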
aGal spleen mod: qHTS Assay for Inhibitors and Activators of Human alpha-Galactosidase From Spleen Homogenate; Potency, µM (top dose mostly 80 µM), for inactives: at the top dose activity change, negative = inhibition, usual class: inhibitors; Alpha-galactosidase A (Homo sapiens), P06280; human spleen homogenate, 4MU-alpha-Gal fluorescence, 40 min; 240,000 tested, 0.008% active;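 further: 0% = enzyme with vehicle and -100% = no enzyme basal signal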
Target sequence (P06280 32-429 limits assumed): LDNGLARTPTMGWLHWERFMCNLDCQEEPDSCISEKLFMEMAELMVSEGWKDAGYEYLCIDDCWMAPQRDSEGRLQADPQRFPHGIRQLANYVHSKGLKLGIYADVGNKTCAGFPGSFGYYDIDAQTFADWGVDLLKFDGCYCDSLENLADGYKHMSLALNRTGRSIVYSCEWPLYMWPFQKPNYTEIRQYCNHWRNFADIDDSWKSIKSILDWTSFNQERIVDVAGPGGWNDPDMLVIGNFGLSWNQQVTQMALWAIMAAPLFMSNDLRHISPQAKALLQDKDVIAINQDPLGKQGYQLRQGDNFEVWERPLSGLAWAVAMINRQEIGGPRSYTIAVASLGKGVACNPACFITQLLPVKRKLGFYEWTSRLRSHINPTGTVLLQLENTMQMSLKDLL
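Fluorogenic readout (Ex 365/Em 440 nm) of 4-methylumbelliferone released from 1 mM 4-MU-alpha-galactoside by spleen homogenate, 40 min at 37C, pH 5.0. Data normalized to no-enzyme and enzyme controls; Hill-equation AC50 from compound titrations.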
Epigenetic derep: Quantitative High-Throughput Screen for Regulators of Epigenetic Control. murine LDR cells, GFP reporter derepression, 30 h. Potency, µM (titrated, usually from 53.9 µM), for the others: at the highest dose GFP activation, hits mostly activators. 280,000 tested, 0.2% active; further: % of control where 0% means no effect; nearly all actives have a fitted effect of over 60% in size
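Reporter derepression read as number of fluorescent GFP-positive objects, 20-120 um in size, counted by laser-scanning cytometer. Mouse LDR line with an epigenetically silenced CMV-GFP locus; compound incubation 30 h, 37 C.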
aGlu spleen mod: qHTS Assay for Inhibitors and Activators of Human alpha-Glucosidase From Spleen Homogenate; Lysosomal alpha-glucosidase (Homo sapiens), P10253; human spleen homogenate, 4-MU-alpha-glucoside fluorescence; Potency, µM (doses to about 79.9 µM), inactives show at the top dose activity change, negative = inhibition, actives largely listed as inhibitors; 240,000 tested, 0.006% active;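 further: 0% = enzyme with vehicle and -100% = no enzyme basal signal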
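Compounds were titrated against alpha-glucosidase in spleen homogenate at pH 5.0, with 1 mM 4-methylumbelliferyl substrate for 40 min at 37 C. Reactions were quenched with pH 10 NaOH/glycine and fluorescence measured.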
GAA inhib: qHTS Assay for Inhibitors of Human alpha-Glucosidase as a Potential Chaperone Treatment of Pompe Disease | Lysosomal alpha-glucosidase (Homo sapiens), P10253 | purified human GAA, 4-MU-alpha-glucoside fluorescence | Potency, µM (doses to about 76.9 µM), for inactives: at the top dose activity change, negative = inhibition, usual class: inhibitors | 200,000 tested, 0.005% active | AID 1466, 2008;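 further: plate controls were uninhibited enzyme wells for no effect and no-enzyme background for full effect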
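Enzyme (4 nM final) mixed with compound (up to 77 uM), then 4-MU-alpha-D-pyranoside (400 uM final) added; 20 min at room temperature, pH 5.0. Reaction stopped at pH 10, fluorescence read, AC50 derived by Hill fit.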
The depositor's hits bear a star; ? = inconclusive; . = not tested or not shown; [ ] = another dose, or the depositor's remark. Unless noted, the call rests on the fitted dose curve; in most records, active means well fitted curve in the direction sought with a large enough effect; inconclusive means small, poorly fitted or top-dose-only effect, or another doubt; inactive means no such curve, though single readings can be large; an effect the other way counts as inactive or inconclusive. Potency means the concentration at half of the fitted maximal effect.

item	smiles	ALDH1A1 block	NPSR antag	GAA glycogen mod	Tau fluor counter	aGal spleen mod	Epigenetic derep	aGlu spleen mod	GAA inhib
1	O=C1CCCC(O)=C1C1C2=C(CCCC2=O)Oc2ccccc21 (stereo unspecified)	12%	?	-12%	-9%	-1%	3.9%	1%	0%
2	COc1ccc(C(c2c(N)[nH]c(=S)[nH]c2=O)c2c(N)[nH]c(=S)[nH]c2=O)cc1	.	-1%	-20%	-11%	1%	1.1%	0%	.
3	CCCn1c2c(c(O)c(C(=O)Nc3ncccc3O)c1=O)CCCC2	5.6µM*	-13%[46.1 µM]	-12%	-10%	-3%	-6.0%	4%	2%
4	O=C(COc1ccccc1)Nc1ccc2c(c1)Cc1cc(NC(=O)COc3ccccc3)ccc1-2	2%	-4%[46.1 µM]	3%	-12%	-6%	-0.9%	-9%	-2%
5	CCN1CCCC1CNC(=O)C(=O)Nc1cccc(OC)c1 (stereo unspecified)	3%	29%	12%	-2%	6%	-1.0%	-5%	5%
6	Cc1ccc(NC(=O)c2ccc(NCCc3ccccc3)c([N+](=O)[O-])c2)cc1F	0%	-2%	4%	?	0%	13µM*	-10%	-1%
7	COc1ccc(NS(=O)(=O)c2cc(NC(=O)c3ccco3)ccc2N2CCCCC2)cc1	?	-22%	11%	?	-9%	0.0%	-2%	-7%
8	Cc1ccc(C2=NN(C(=O)CSc3nc4ncc(Cl)cc4[nH]3)C(c3ccco3)C2)cc1 (stereo unspecified)	?	-32%	-4%	-19%	1%	-0.1%	7%	0%
9	O=C(N/N=C/c1ccco1)c1ccc(Br)o1	8%	-1%[46.1 µM]	-5%	1%	3%	-1.8%	0%	-7%
10	O=c1[nH]c(-c2ccccn2)nc(C(F)(F)F)c1Br	?	?	9%	-3%	1%	2.0%	-11%	0%
11	Cc1nn(C)c(C)c1NC(=O)CC12CC3CC(CC(C3)C1)C2	0%	12%	3%	0%	-7%	-2.8%	-1%	2%
12	CN1Cc2c(N3CCOCC3)nc(SCc3ccccc3)c(C#N)c2CC1(C)C	?	8%[46.1 µM]	-4%	-3%	7%	-1.8%	3%	5%
13	CC(C)CC(NC(=O)COc1ccccc1)C(=O)O (stereo unspecified)	-2%	-8%[46.1 µM]	0%	4%	3%	-1.1%	-5%	-3%
14	CCOc1ccccc1N=c1oc2cc(O)ccc2cc1C(=O)NCC1CCCO1 (stereo unspecified)	?	?	1%	?	10%	2.7%	-2%	?
15	CSc1cccc(NC(=O)COc2ccccc2C)c1	1%	-7%	-10%	-8%	0%	1.1%	5%	-4%
16	CC(=O)n1cc(N(C(=O)CCl)c2ccc(C)cc2)c2ccccc21	.	?	3%	-11%	9%	-1.2%	-14%	.
17	CC(NC(=S)NCCc1ccccc1)C(c1cccs1)N1CCN(C)CC1 (stereo unspecified)	2%	4%	-4%	-17%	-1%	-3.0%	0%	1%
18	OCCCC1CCCN(Cc2cn[nH]c2-c2ccc(F)cc2F)C1 (stereo unspecified)	0%	7%	12%	0%	1%	5.3%	0%	-5%
19	Cc1cc(NC(=O)CSc2nc3ccccc3c(=O)n2Cc2ccccc2)no1	-10%	-5%[46.1 µM]	0%	-23%	3%	-0.9%	3%	?
20	COC(=O)c1ccc(C)c(NS(=O)(=O)c2ccc(C)c([N+](=O)[O-])c2)c1	?	-8%[46.1 µM]	1%	-16%	4%	-0.4%	4%	?
21	CCOC(=O)c1sc(=S)n(Cc2ccccc2)c1N	-7%	-20%[46.1 µM]	-5%	16µM*[quencher]	-10%	-0.2%	-2%	-19%
22	CCSc1nnc(NC(=O)CSc2nnc(CNC(=O)c3ccccc3F)o2)s1	?	-22%	0%	-6%	18%	1.1%	12%	?
23	CCCOc1nc2c(c(=O)n(C)c(=O)n2C)n1Cc1cccc2ccccc12	?	-18%[46.1 µM]	0%	-5%	1%	-3.0%	3%	-3%
24	Cc1ccc(NC(=O)CCS(=O)(=O)c2ccc(Br)cc2)nc1	5%	7%	-2%	4%	-4%	-1.8%	2%	-6%
25	CC(C)NC(=O)c1ccc(-c2cc(C(F)(F)F)ccc2Cl)o1	7%	-1%[46.1 µM]	4%	-12%	-1%	-1.0%	-2%	-2%
26	O=C1C2CCCN2C(c2ccc(F)cc2)N1c1ccc(Cl)cc1 (stereo unspecified)	-14%	-5%[46.1 µM]	-9%	-9%	6%	1.7%	7%	-6%
27	Cc1c(C(=O)Nc2ccc(F)cc2)cn2c(nc3ccccc32)c1C#N	.	-7%	4%	0%	3%	2.2%	5%	.
28	O=C(OCc1cccs1)c1ccccc1NS(=O)(=O)c1ccc2c(c1)OCCO2	?	?	-10%	-29%	-2%	-0.8%	-10%	4%
29	Cc1ccc(S(=O)(=O)N(C)CC(=O)N2CCCC2)cc1	3.5µM*	3%[46.1 µM]	-1%	-2%	-4%	3.5%	-4%	6%
30	Cc1cc(NC(=O)CSc2nc(C3CCCCC3)nc3ccccc23)no1	-5%	?	-7%	-4%	5%	-2.2%	2%	-7%
31	COc1cc(Cl)c(C)cc1NC(=O)c1cc(S(=O)(=O)N(C)C)ccc1N1CCCC1	?	-34%	6%	-20%	1%	0.0%	-5%	4%
32	CCOc1cc(C2C(C#N)=C(N)Oc3n[nH]c(CC)c32)ccc1OCCN1CCOCC1 (stereo unspecified)	-1%	15%[46.1 µM]	-7%	6%	-3%	-1.8%	-2%	-1%
33	COC(=O)c1ccc(C(NC(=O)OCc2ccccc2)/C(F)=C/[C@@H](C)C(=O)NCc2cccnc2)cc1 (stereo partly specified)	-9%	.	.	-10%	3%	0.4%	-1%	.
34	Cc1nccn1Cc1cccc2ccccc12	10%	0%[46.1 µM]	-2%	-1%	-3%	-0.7%	2%	-7%
35	Cc1c(NC(=O)CN2CCN(C(c3ccccc3)c3ccccc3)CC2)c(=O)n(-c2ccccc2)n1C	6%	-11%[46.1 µM]	-13%	-1%	-2%	1.0%	-10%	-5%
36	Cn1cccc1CC(=O)N/N=C/c1ccc(C(C)(C)C)cc1	.	-12%	-2%	-25%	6%	-2.9%	-18%	.
37	COCC(C)n1c(C)cc(C(=O)CSc2nnc(Nc3ccccc3F)s2)c1C (stereo unspecified)	0%	-24%[46.1 µM]	-3%	?	-9%	0.0%	0%	-3%
38	CCC(c1nnc(SCC(=O)NCCc2ccc(OC)c(OC)c2)n1Cc1ccccc1)N(C)C (stereo unspecified)	0%	-1%	-3%	-5%	3%	2.2%	0%	5%
39	[O-][N+]1=c2ccc(Nc3ccccc3)cc2=NC12CCCCC2	3.5µM*	10µM*	4%	?	1%	-1.9%	-3%	-5%
40	COc1cccc(NC(=O)C2CC(=O)N=C(N)S2)c1 (stereo unspecified)	11%	-12%[46.1 µM]	3%	8%	-9%	-1.0%	-3%	?
41	O=C(COC(=O)c1cc(=O)[nH]c2ccccc12)Nc1nc(-c2cccc(Br)c2)cs1	?	-12%	0%	-26%	1%	0.0%	1%	-5%
42	CC(=O)Nc1ccccc1C(F)(F)F	.	-3%[7.67 µM]	-1%	-10%	5%	1.1%	2%	.
43	Cn1c(=O)c2cc(S(=O)(=O)NC(C(=O)N3CCCCCC3)c3ccccc3)ccc2n(C)c1=O (stereo unspecified)	3.2µM*	-24%[46.1 µM]	7%	-11%	1%	0.7%	5%	-10%
44	O=[N+]([O-])c1cccc(-c2nnn(C34CC5CC(CC(C5)C3)C4)n2)c1	?	-5%[46.1 µM]	5%	-14%	2%	-1.1%	-7%	2%
45	CCCCOC(=O)CSc1nnc(-c2ccc(Cl)cc2Cl)o1	?	-28%[46.1 µM]	0%	-8%	6%	-0.3%	2%	-6%
46	S=C(N/N=C/c1ccc2ncccc2c1)Nc1cccnc1	-9%	-7%	-30%	-5%	3%	0.1%	-10%	-1%
47	O=C(c1ccc(CS(=O)(=O)c2cccc(C(F)(F)F)c2)o1)N1CCN(c2ccccn2)CC1	-5%	-9%[46.1 µM]	-3%	-15%	5%	-1.1%	10%	-8%
48	COc1ccc(NC(=O)c2[nH]c(C)c(C(C)=O)c2C)cc1	5%	3%	-1%	-14%	2%	-2.1%	1%	-5%
49	C=CCOC(=O)C(=O)/C=C/c1csc2ccccc12	10µM*	8%	12%	3%	-2%	5.9%	-12%	.
50	CC(=O)Nc1cc2c(cc1NC(=O)c1cnccn1)OCCO2	1%	-7%[46.1 µM]	-11%	-1%	0%	3.5%	-4%	-5%
51	CC1CCCC(NC(=O)c2n[nH]c(=O)c3ccccc23)C1C (stereo unspecified)	?	-11%[46.1 µM]	1%	-1%	3%	-1.4%	0%	-4%

Some of these compounds in order of molar mass, smallest number first.
item	smiles	ALDH1A1 block	NPSR antag	GAA glycogen mod	Tau fluor counter	aGal spleen mod	Epigenetic derep	aGlu spleen mod	GAA inhib
45	CCCCOC(=O)CSc1nnc(-c2ccc(Cl)cc2Cl)o1	?	-28%[46.1 µM]	0%	-8%	6%	-0.3%	2%	-6%
17	CC(NC(=S)NCCc1ccccc1)C(c1cccs1)N1CCN(C)CC1 (stereo unspecified)	2%	4%	-4%	-17%	-1%	-3.0%	0%	1%
37	COCC(C)n1c(C)cc(C(=O)CSc2nnc(Nc3ccccc3F)s2)c1C (stereo unspecified)	0%	-24%[46.1 µM]	-3%	?	-9%	0.0%	0%	-3%

A portion of the library, so the mix of outcomes need not match the whole.
